FXIa inh – inhibitors of human coagulation factor XIa | P03951 | purified human FXIa, fluorogenic AMC substrate cleavage | inhibition, % at 10 µM | 33,000 compounds, 0.3% hits | AID 687;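 active = inhibition above 40% in the primary screen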;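 note: 0% = enzyme without compound and 100% = blank wells lacking enzyme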
FXIIa single – blocks human coagulation factor XIIa activity; 33,000 compounds, 0.2% hits; inhibition, % at 10 µM; purified human FXIIa, AMC substrate fluorescence, 2 h; AID 701; in the data active = inhibition above about 30%;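 note: 0% = enzyme with vehicle only and 100% = no enzyme blank; many of its hits are not listed in these tables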
Target sequence (P00748 20-372 limits assumed): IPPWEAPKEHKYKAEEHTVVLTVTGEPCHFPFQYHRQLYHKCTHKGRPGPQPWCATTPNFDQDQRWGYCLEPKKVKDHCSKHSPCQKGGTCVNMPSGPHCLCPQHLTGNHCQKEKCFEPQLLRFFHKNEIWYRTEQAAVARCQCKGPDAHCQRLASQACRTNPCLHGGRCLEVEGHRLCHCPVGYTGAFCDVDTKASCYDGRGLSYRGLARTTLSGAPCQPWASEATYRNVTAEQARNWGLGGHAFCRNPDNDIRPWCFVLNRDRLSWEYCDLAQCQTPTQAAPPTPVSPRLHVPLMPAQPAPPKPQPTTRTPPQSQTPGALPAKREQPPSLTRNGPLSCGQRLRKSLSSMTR
Target sequence (P00748 373-615 limits assumed): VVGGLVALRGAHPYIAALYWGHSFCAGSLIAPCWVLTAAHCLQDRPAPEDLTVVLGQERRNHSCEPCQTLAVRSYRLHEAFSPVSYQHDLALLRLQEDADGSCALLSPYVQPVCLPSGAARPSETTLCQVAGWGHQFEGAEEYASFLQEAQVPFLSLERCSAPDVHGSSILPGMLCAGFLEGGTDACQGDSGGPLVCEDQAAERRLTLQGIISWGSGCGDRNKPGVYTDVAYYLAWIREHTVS
Numbers without * were called inactive. A portion of the library, so the mix of outcomes need not match the whole.

SMILES	FXIa inh	FXIIa single
COc1ccc(OCC(=O)Nc2nnc(C)s2)cc1	5	2
COc1ccc(-n2nc(C(=O)O)c3ccccc3c2=O)c(OC)c1	-3	3
CC(C)n1cc(NC(=O)C2CC(c3cccc(Br)c3)=NO2)cn1 (stereo not given)	5	2
Cc1ccc(C(=O)OCC(=O)NCc2ccco2)cc1	0	5
Cc1ccc(-c2csc(NC(=O)Cc3cccs3)n2)cc1C	5	12
CCOC(=O)c1c(N)sc(C(O)(C(F)(F)F)C(F)(F)F)c1-c1ccc(F)cc1	3	7
Cn1nnnc1SCc1c(F)cccc1F	2	4
C(=C\c1ccccc1)/CSc1nnc(-c2cnccn2)n1Cc1ccco1	0	0
Cc1cccn2c(=O)c(C=O)c(N3CCCCCC3)nc12	-5	8
CCCC(=O)C1=C(O)C(C(=O)OC)C(C)(C)CC1=Nc1ccccc1 (stereo not given)	-6	10
O=C(CCSc1ccccc1)Nc1nnc(-c2ccccc2)o1	2	4
Cc1cc(-c2ccc(Cl)cc2)n2nc(N)nc2n1	4	-2
O=C(CSc1ncnc2nc[nH]c12)c1ccccc1	-16	2
CCCN1CCN(S(=O)(=O)c2ccc(OC)c(Br)c2)CC1	-1	-1
COc1ccc(C(=O)n2nc(C)c(Br)c2C)cc1	2	2
O=C(Cc1ccccc1)Nc1ccccc1C(=O)O	6	15
CSCC[C@H](NC(=O)OC(C)(C)C)c1nnc(SCC(=O)Nc2ccc(C)cc2C)o1	4	9
CCC(C)[C@H](NC(=O)Nc1cccc(Cl)c1)C(=O)O (stereo not given in full)	-1	27
COc1ccc2c(c1)[nH]c1c(=O)n(CCCn3ccnc3)cnc12	-14	8
Cn1c(CCc2ccccc2)nnc1SCC(=O)N1CCOCC1	35	-15
COn1c(-c2ccccc2)nc2c1CCc1nonc1-2	-2	13
O=C(Nc1ccccc1N1CCN(C(=O)c2ccccc2)CC1)c1cc(Br)ccc1Cl	0	4
CCOC(=O)c1cc2c(=O)n3ccccc3nc2n(CC2CCCO2)c1=NC(C)=O (stereo not given)	-33	-78
Clc1ccc(Cl)c(Oc2ccc(Oc3nc(Cl)ccc3Cl)cc2)n1	-10	0
CCCN(CCC)C(=O)CC(c1ccc(F)cc1)c1ccco1 (stereo not given)	-7	5
Additional structures
SMILES	FXIa inh	FXIIa single
Cc1ccc(S(=O)(=O)NC(=O)Nc2ccc(F)cc2)cc1	-5	-1
COc1ccc(C(=O)COC(=O)[C@H](C)Nc2ccc(C(F)(F)F)cc2[N+](=O)[O-])c(OC)c1	-36	7
O=C(NC1CCCCC1)C(c1ccncc1)N(Cc1ccc2c(c1)OCO2)C(=O)C(F)(F)F (stereo not given)	-3	-17
COc1ccccc1Nc1nc(C2(C)CCC(=O)O2)cs1 (stereo not given)	-6	15
O=C(c1ccc(Cl)c(S(=O)(=O)NCc2ccco2)c1)N1CCN(c2ccc(F)cc2)CC1	3	9
Cc1cc(C)n(-c2nc3ccccc3nc2N2CCN(S(=O)(=O)c3ccc4ccccc4c3)CC2)n1	18	-16
COc1ccc(-n2c(=O)[nH]cc(C(=O)Nc3ccccc3)c2=O)cc1	8	7
COc1ccc(C(=O)c2oc3ccccc3c2NC(C)=O)cc1	-2	0
Cc1cc(C)cc(C(=O)N2CCCCCC2)c1	14	-5
COC(=O)c1ccc(NC(=O)Cc2ccc(C)cc2)cc1	1	-1
COc1cc(NC(=O)c2ccccc2Cl)ccc1NC(=O)c1ccco1	-3	7
CC1Cc2nc(SCC(=O)NCc3ccccc3)n(Cc3ccccc3)c(=O)c2S1 (stereo not given)	5	6
Cc1ccc(C(=O)NC(C)(COc2nonc2C)COc2nonc2C)cc1	33	-13
Cc1ccc(N2C(=O)CC(Nc3ccccc3)C2=O)cc1 (stereo not given)	-3	6
COc1ccc(NC(=O)c2oc3ccccc3c2C)c(OC)c1	-2	2
CCOC(=O)C1(CC)NC(c2ccco2)C2C(=O)N(CC)C(=O)C21 (stereo not given)	-4	4
CCOC(=O)c1nnn(-c2nonc2N)c1CN(CC)c1ccccc1	-5	-9
O=C(Nc1ccccc1)N1CCCC1	17	-10
CCc1cccc(CC)c1N(COC)C(=O)Cn1nnc2ccccc21	2	-8
CCOc1ccccc1N1CCN(S(=O)(=O)c2cccc3nsnc23)CC1	-6	6
CN(C)c1ccc(C(=O)OCc2ccc(Br)cc2)cc1	2	0
CC(C)(C)NC(=O)c1ccc(NC(=O)C2COc3ccccc3O2)cc1 (stereo not given)	-1	3
COc1ccccc1CNC(=O)CCS(=O)(=O)c1cccc2nonc12	3	-4
Cc1ccc(NC(=O)C(=O)c2c(-c3ccccc3)cc3ccccn23)cc1S(=O)(=O)N1CCOCC1	12	6
O=C(NCc1ccccc1)c1cc(=O)[nH]c2ccccc12	-2	6

Entries of single compounds, quoted from the list. Order of screens: FXIa inh	FXIIa single
CCOC(=O)c1cc2c(=O)n3ccccc3nc2n(CC2CCCO2)c1=NC(C)=O (stereo not given) in the list: -33	-78
Cn1c(CCc2ccccc2)nnc1SCC(=O)N1CCOCC1 in the list: 35	-15

The listing continues.
SMILES	FXIa inh	FXIIa single
O=C1/C(=C/c2cccs2)N=C(c2cccs2)N1Nc1ccccc1	3	11
COc1cc2[nH]c(=O)n(Cc3ccc(C(=O)NCCCN4CCN(C)CC4)cc3)c(=O)c2cc1OC	9	6
CCOC(=O)c1cnn(-c2nc(CC)nc3sc4c(c23)CCC4)c1N	-8	6
COc1cccc(-c2cc(C(=O)Nc3cccnc3)no2)c1	-2	8
O=C(NCCN1CCN(c2ccccc2)CC1)c1cccn2c(=O)c3cc(Cl)ccc3nc12	-3	3
COC(=O)c1cc2ccsc2n1CC(=O)N(C)C1CCCCC1	-4	2
O=C(Cn1c(SCc2ccccc2)nc2ccccc21)N1CCOCC1	-9	9
COc1ccc(NC(=O)CC2COc3ccccc3O2)c(OC)c1 (stereo not given)	23	-11
COc1cc(CNCCO)ccc1OC1CCCC1	-1	2
CCN(CC(=O)NCc1ccc(F)cc1)Cc1nc2cc(Cl)ccc2c(=O)[nH]1	16	7
COc1ccc(Cn2nnnc2C(c2cccs2)N2CCCCCC2)cc1 (stereo not given)	3	5
O=C(COc1ccc(S(=O)(=O)NC2CCCCC2)cc1Cl)Nc1ccc2c(c1)OCO2	-5	2
O=C(Cc1c(O)c2ccccc2[nH]c1=O)NCc1ccccc1	1	-2
Cc1cc(C)c2c(=O)[nH]c(SCC(=O)NCc3ccccc3)nc2n1	-3	1
O=C(Cn1c(CN2CCCCC2)nc2ccccc2c1=O)NC1CCCCC1	8	7
CCn1c(=NC(=O)CSC(C)=O)sc2cc(F)ccc21	-8	-10
O=C(OCCN1CCOCC1)c1cccs1	-9	0
CCN(CC)S(=O)(=O)c1cccc2cccnc12	-13	4
Cc1c(C)n(C(=O)CN2CCN(c3ccccc3)CC2)c2ccccc12	6	2
Cc1cc(C(=O)NN)c2cc(Br)ccc2n1	17	-13
CC(c1cccs1)N(Cc1ccco1)C(=O)Nc1ccc(Cl)c(Cl)c1 (stereo not given)	5	6
Clc1ccc(Cn2ncc3c(NCc4ccco4)ncnc32)c(Cl)c1	0	-10
O=C(O)CN=C(NS(=O)(=O)c1ccc(Cl)cc1)c1ccccc1	-3	8
CC(CNC(=O)C(C)C)NC(=O)C(C)C (stereo not given)	3	2
CC(C)CCN1C(=O)c2ccc(C(=O)NCc3ccco3)cc2C1=O	1	-13
Carrying on.
SMILES	FXIa inh	FXIIa single
CCOc1ccc2[nH]c(=S)[nH]c2c1	-2	6
O=C(O)CCC(=O)Nc1ccc(Br)c(Cl)c1	-13	-12
CN(Cc1ccccc1)C(=O)CCn1c(=O)oc2ccccc21	-16	-11
Cc1sc(NC(=O)C2CC=CCC2C(=O)O)c(C(=O)OC(C)C)c1C (stereo not given)	5	-4
N#CC(C(=O)O)=C1CCCC1	-2	8
COc1ccc(S(=O)(=O)Nc2ccc3ccccc3c2)cc1C	-3	-1
c1ccc(CCn2nnnc2C(c2cccs2)N2CCN(Cc3ccc4c(c3)OCO4)CC2)cc1 (stereo not given)	0	4
COc1ccccc1-c1nnc(SCC(=O)N2CCOCC2)n1-c1ccccc1	-3	3
N#Cc1ccc2ccn(CC(=O)NC3CCCCC3)c2c1	-3	3
Cc1ccc(NC(=O)C2(S(=O)(=O)c3ccc(C)cc3)CC2)cc1	0	30*
CCSc1cnn(-c2ccccc2)c(=O)c1SCC	-4	4
O=C1C(=O)N(CCN2CCOCC2)C(c2ccccn2)/C1=C(/O)c1ccc(F)cc1 (stereo not given)	1	-7
O=C(CSc1nnc(-c2ccccc2)n1-c1ccccc1)NCc1ccco1	-1	7
O=C(c1n[nH]c(=O)c2ccccc12)N1CCN(c2ccc(F)cc2)CC1	0	-16
COc1ccc(C2=Nn3c(nnc3C3CCCCC3)SC2)cc1OC	-1	5
CC1=CC(C)(C)N2C(=O)C3(C(C#N)=C(N)OC4=C3C(=O)CC(C)(C)C4)c3cc(C)cc1c32 (stereo not given)	4	10
O=C(NCc1ccccc1)c1ccc(C(=O)N(C2CCCCC2)C2CCCCC2)cc1	19	-14
O=C(CCN1CCc2ccccc21)c1ccc2c(c1)OCCO2	-7	4
CCOC(=O)c1cc2c(ccn2C)n1Cc1cc(C)ccc1C	-7	11
CC1CCC2(CC1)NC(=O)N(CC(=O)c1ccc[nH]1)C2=O (stereo not given)	-14	-12
CCCN1C(=O)/C(=C/c2c(NCCCOC(C)C)nc3c(C)cccn3c2=O)SC1=S	2	16
Cc1ccc2cc(C)c(SCC#N)nc2c1	-1	4
O=C(Nc1ccc2c(c1)Cc1ccccc1-2)c1ccc(Br)o1	0	6
O=C(CCCOc1ccccc1)N1CCCc2ccccc21	6	6
COc1ccc(C(=O)Cn2nnc(-c3ccccc3NC(=O)C(F)(F)F)n2)cc1	-1	13

22 structures from above, sorted by molecular weight, rising.
SMILES	FXIa inh	FXIIa single
N#CC(C(=O)O)=C1CCCC1	-2	8
CCOc1ccc2[nH]c(=S)[nH]c2c1	-2	6
Cc1ccc2cc(C)c(SCC#N)nc2c1	-1	4
N#Cc1ccc2ccn(CC(=O)NC3CCCCC3)c2c1	-3	3
CC1CCC2(CC1)NC(=O)N(CC(=O)c1ccc[nH]1)C2=O (stereo not given)	-14	-12
CCSc1cnn(-c2ccccc2)c(=O)c1SCC	-4	4
O=C(CCCOc1ccccc1)N1CCCc2ccccc21	6	6
O=C(O)CCC(=O)Nc1ccc(Br)c(Cl)c1	-13	-12
O=C(CCN1CCc2ccccc21)c1ccc2c(c1)OCCO2	-7	4
CCOC(=O)c1cc2c(ccn2C)n1Cc1cc(C)ccc1C	-7	11
COc1ccc(S(=O)(=O)Nc2ccc3ccccc3c2)cc1C	-3	-1
Cc1ccc(NC(=O)C2(S(=O)(=O)c3ccc(C)cc3)CC2)cc1	0	30*
O=C(c1n[nH]c(=O)c2ccccc12)N1CCN(c2ccc(F)cc2)CC1	0	-16
O=C(Nc1ccc2c(c1)Cc1ccccc1-2)c1ccc(Br)o1	0	6
Cc1sc(NC(=O)C2CC=CCC2C(=O)O)c(C(=O)OC(C)C)c1C (stereo not given)	5	-4
O=C(CSc1nnc(-c2ccccc2)n1-c1ccccc1)NCc1ccco1	-1	7
COc1ccc(C(=O)Cn2nnc(-c3ccccc3NC(=O)C(F)(F)F)n2)cc1	-1	13
COc1ccccc1-c1nnc(SCC(=O)N2CCOCC2)n1-c1ccccc1	-3	3
O=C1C(=O)N(CCN2CCOCC2)C(c2ccccn2)/C1=C(/O)c1ccc(F)cc1 (stereo not given)	1	-7
O=C(NCc1ccccc1)c1ccc(C(=O)N(C2CCCCC2)C2CCCCC2)cc1	19	-14
CCCN1C(=O)/C(=C/c2c(NCCCOC(C)C)nc3c(C)cccn3c2=O)SC1=S	2	16
c1ccc(CCn2nnnc2C(c2cccs2)N2CCN(Cc3ccc4c(c3)OCO4)CC2)cc1 (stereo not given)	0	4

Other compounds
SMILES	FXIa inh	FXIIa single
CC(=O)c1cnc(Nc2ccccc2)s1	6	3
O=C(CCCN1CCC(O)(c2ccc(Cl)cc2)CC1)c1ccc(F)cc1	3	1
C=CCOC(=O)C1=C(C)N(C)C(=O)NC1c1cc2c(cc1Br)OCO2 (stereo not given)	5	-2
COc1nc(-c2ccccc2)ccc1-c1noc(-c2cccnc2)n1	-3	2
O=C(Nc1ccccc1C(=O)NCCCn1ccnc1)c1ccccc1	4	-9
Cn1cc(S(=O)(=O)Nc2cccc(F)c2)c(=O)n(C)c1=O	5	12
COc1ccccc1CNc1ccc(N2CCCCC2)cc1	6	5
CSC1=N/C(=C\c2ccc(F)cc2)C(=O)S1	8	8
CC(C(=O)NC1=NCCS1)(C(F)(F)F)C(F)(F)F	-1	8
CC1(C)Cc2c(sc3nc(SCC(=O)NCc4ccco4)n(-c4ccccc4)c(=O)c23)CS1	0	10
CC(C)CCNC(=O)c1cc(-c2ccco2)nc2ccccc12	-6	-14
N=C1C(c2nc3ccccc3c(=O)[nH]2)=C(O)CN1CCO	4	3
O=C(NCc1cccs1)C1CCC(CNS(=O)(=O)c2ccc(Br)s2)CC1 (stereo not given)	2	3
COc1ccccc1C(=O)Nc1ccccc1N1CCN(S(C)(=O)=O)CC1	2	6
CC1=CCC(C(=O)O)(C(=O)N/N=C/c2cccs2)C(c2ccc(F)cc2)C1 (stereo not given)	-5	1
COC(=O)c1cccc2c1-c1ccccc1/C2=N/O	-4	7
N#CCN1C(=S)N=C(Nc2cccc(Cl)c2)C12CCCCC2	-10	6
Cc1ccc(C2=N/C(=C\N3CCCCC3)C(=O)O2)cc1	12	6
Cc1ccc(-n2c(SCC(N)=O)nnc2-c2ccc(S(=O)(=O)N3CCCCC3)cc2)c(C)c1	-6	5
C/C(Nc1ccc(C)cc1)=C(/C#N)C(N)=O	-11	6
NC1=NC(=O)CC(C(=O)NCCc2ccccc2)S1 (stereo not given)	6	6
COC(=O)CC1C(=O)NCCN1C(=O)NC1CCCCC1 (stereo not given)	-3	3
O=C(CCCn1c(=S)[nH]c2ccccc2c1=O)NC1CCCCC1	-7	12
